Bioassay records from PubChem.
Runt-CBFb FRET = blocks binding of human RUNX1 Runt domain to CBFb; Q01196+Q13951; Cerulean-Runt/Venus-CBFb FRET ratio 530/480, 1 h; inhibition, % at 20 µM; actives 0.46% (n = 220,000); AID 1496;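 active = inhibition over about 50% at 20 µM in the single-dose screen, limit read from the data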;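 note: 0% = DMSO wells and 100% = excess unlabeled CBFb competitor control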
Target sequence (Q01196 whole entry, looked up, the tested form may be a part): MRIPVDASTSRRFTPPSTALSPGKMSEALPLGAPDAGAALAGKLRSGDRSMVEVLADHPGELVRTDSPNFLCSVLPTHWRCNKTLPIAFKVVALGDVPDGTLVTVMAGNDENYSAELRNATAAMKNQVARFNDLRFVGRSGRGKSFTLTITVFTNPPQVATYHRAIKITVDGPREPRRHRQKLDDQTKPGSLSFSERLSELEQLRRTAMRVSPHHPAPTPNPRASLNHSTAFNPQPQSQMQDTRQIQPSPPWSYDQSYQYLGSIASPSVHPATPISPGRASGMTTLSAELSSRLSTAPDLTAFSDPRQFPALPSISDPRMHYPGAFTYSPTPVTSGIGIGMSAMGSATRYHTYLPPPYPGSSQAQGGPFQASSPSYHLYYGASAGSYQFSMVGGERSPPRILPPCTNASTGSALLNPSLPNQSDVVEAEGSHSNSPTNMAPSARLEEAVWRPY
Target sequence (Q13951 whole entry, looked up, the tested form may be a part): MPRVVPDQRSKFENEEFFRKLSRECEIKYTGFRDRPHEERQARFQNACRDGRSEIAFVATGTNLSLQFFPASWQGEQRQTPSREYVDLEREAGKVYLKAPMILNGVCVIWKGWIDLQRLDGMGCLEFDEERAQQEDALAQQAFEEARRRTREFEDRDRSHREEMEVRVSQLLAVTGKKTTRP
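Assay system: Cerulean-Runt domain fusion protein, energy donor; Signal: fluorescence energy transfer, 422 nm excitation, 530/480 nm emission; Timing: 1 h compound exposure, room temperature; Control set: unlabeled CBFb; Medium: Tris buffer pH 7.5 with salts and BSA; Compound: single test concentration of 20 µM, 1% DMSO final; Probe or stimulus: Venus-CBFb 100 nM.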
14-3-3 Bad PPI = disrupts binding of bovine 14-3-3 zeta to phospho-Bad peptide; P63103; TR-FRET 14-3-3zeta/Dy647-pBad peptide displacement, 1 h; inhibition, % at 21.7 µM; actives 0.71% (n = 220,000);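 active = inhibition above about 70%, limit read from the data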;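 note: 0% = full 14-3-3 plus peptide FRET controls and 100% = background without 14-3-3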
Target sequence (P63103 whole entry, looked up): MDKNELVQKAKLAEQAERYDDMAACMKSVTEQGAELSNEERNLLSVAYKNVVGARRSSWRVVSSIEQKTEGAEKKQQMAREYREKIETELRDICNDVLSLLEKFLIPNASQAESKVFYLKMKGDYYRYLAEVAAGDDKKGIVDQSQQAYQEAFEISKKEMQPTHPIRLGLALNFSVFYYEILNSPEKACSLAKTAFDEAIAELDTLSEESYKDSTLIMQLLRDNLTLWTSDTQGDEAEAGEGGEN
Wee1 stabilizer = blocks degradation of human Wee1 kinase. P30291. HeLa Luc-Wee1K328M stability, luciferase luminescence; 100% = proteasome inhibitor MG132 effect. reporter increase, % at 5 µM. actives 1.2% (n = 220,000);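 active = activation above the mean of all tested compounds plus 3 SD, set per screening run, cut at about 8.8% in these data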;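 note: cells exposed to compound for 20 h before luminescence read; 0% = DMSO alone and 100% = MG132 at 30 µM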
FXIa inh = blocks human coagulation factor XIa protease activity. P03951. purified FXIa, Boc-Glu-Ala-Arg-AMC fluorogenic substrate. inhibition, % at 5 µM. actives 0.14% (n = 220,000). AID 798;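 active = inhibition of at least 40%; inactive = inhibition below 40%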;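 note: fluorescence of freed AMC excited at 355 nm; 0% = enzyme without compound and 100% = no enzyme blank; many of its hits are not listed in these tables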
Hck Nef HTS = blocks Nef-activated human Hck kinase; P08631; Recombinant Hck-YEEI plus Nef, Z-Lyte FRET kinase assay; inhibition, % at 20 µM; actives 0.68% (n = 220,000); AID 463187;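 active = Hck-Nef kinase inhibition above about 50%, limit read from the data; inactive = inhibition below that limit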;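 note: 0% = DMSO with Hck plus Nef and 100% = Hck alone without Nef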
FXIIa inh 1536 = factor XIIa (human) inhibition. inhibition, % at 5 µM. purified FXIIa, Boc-QGR-AMC fluorogenic substrate, 2 h. actives 0.3% (n = 220,000); in the data active = inhibition above about 40%;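 note: 0% = enzyme with no compound and 100% = blank without enzyme; many of its hits are not listed in these tables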
Runt-SMMHC FRET = blocks binding of human RUNX1 Runt domain to CBFb-SMMHC. Q01196+Q13951. Cerulean-Runt/Venus-CBFb-SMMHC FRET ratio 530/480, 1 h. inhibition, % at 20 µM. actives 0.74% (n = 220,000);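 active = mean inhibition across duplicate retests at 20 µM reaching about 50%, limit read from the data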;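 note: 0% = DMSO wells and 100% = wells with excess untagged CBFb-SMMHC; inhibitors lower the FRET ratio by blocking Runt binding to CBFb-SMMHC; some results filed as inactive read as strong as hits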
KLK5 inh = inhibitors of human kallikrein 5. AID 873. inhibition, % at 5 µM. actives 0.59% (n = 210,000). Q9Y337. recombinant hK5, fluorogenic AMC substrate cleavage;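 active = inhibition of 40% or more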;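 note: 0% = enzyme controls without compound and 100% = no-enzyme blanks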
Thrombin inh = inhibitors of human thrombin. P00734. alpha-thrombin, Boc-VPR-AMC fluorogenic substrate cleavage. inhibition, % at 5 µM. actives 0.26% (n = 220,000). AID 1046;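 active = inhibition at or above 40%; inactive = inhibition below 40%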;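 note: 0% = enzyme with no compound and 100% = wells without enzyme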
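System: human alpha-thrombin protein; Compound dosing: one concentration per compound, 5 µM, with 0.2% DMSO; Timing: reaction at room temperature; Technique: AMC fluorescence, 355/460 nm; Controls: enzyme without compound as high, wells lacking enzyme as low.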
* hit, by the source's call; i = inactive; . = no result given; [ ] = another dose, or the depositor's remark. An unsorted share of the library. About 4.2% of those tested had a hit in this group.

Runt-CBFb FRET	14-3-3 Bad PPI	Wee1 stabilizer	FXIa inh	Hck Nef HTS	FXIIa inh 1536	Runt-SMMHC FRET	KLK5 inh	Thrombin inh	canonical_smiles
4	-9	9	-1	23	3	3	-1	-7	COc1ccc(Br)cc1/C=N/NC(=O)CNC(=O)c1cccnc1
-3	-11	-2	-4	4	3	-7	6	-4	CCCCN(CCCC)c1ccc(C(=O)c2ccccc2C(=O)O)c(O)c1
-2	2	0	-2	1	7	1	-1	-7	CC1(C)NC(=O)N(CCOCCOc2ccccc2-c2ccccc2)C1=O
-14	-6	-1	3	1	10	-1	-10	-2	CCOc1nnnc2c1sc1nc(N3CCOCC3)c3c(c12)CCCC3
-1	-3	4	23	1	17	4	-21	0	CCN=C(Nc1cccc(F)c1)SC1CC(=O)N(c2ccc(OC)cc2)C1=O (centres undefined)
-7	-15	-1	8	4	17	74*	-8	1	Cc1[nH]n(-c2ccccc2)c(=S)c1C=Nc1ccc([N+](=O)[O-])cc1
-1	-3	3	6	-7	14	-2	5	1	COc1cccc(OCCOCCN(C)CCO)c1
-1	0	5	1	16	8	2	1	-1	Fc1ccc(-c2nnc(Cc3ccc(Cl)cc3)o2)cc1
3	-8	6	-4	19	-1	3	-4	-9	O=C(CN1C(=O)/C(=C/c2c(F)cccc2Cl)Oc2ccccc21)NCc1ccco1
-1	-12	-3	1	13	9	0	-1	0	CCCOc1ccc(N2C(=O)CC(N(Cc3ccco3)C(=O)CCC(=O)O)C2=O)cc1 (centres undefined)
-2	-7	-1	0	4	18	0	7	2	O=C(CN1CCOCC1)N1CCCc2c1c(=O)oc1ccc(OCc3ccccc3)cc21
1	-8	2	0	-6	3	0	0	-8	COc1ccccc1NNC(=O)C(O)(c1ccccc1)c1ccccc1
-1	9	1	1	21	8	4	-4	-3	CC1(C)CC(=O)C2=C(C1)NC1=C(C(=O)c3ccccc31)C2c1cccnc1 (centres undefined)
-1	-8	-2	-1	24	9	3	1	1	Cc1ccc(N/C=C2\C(=O)C3(C)CCC2C3(C)C)cc1C (centres undefined)
-5	-4	2	-4	-1	10	-2	-7	-2	Cc1ccc(C(=O)N/N=C/c2cc(C)n(-c3ccc(Br)cc3)c2C)cc1[N+](=O)[O-]

Part of the list above with just FXIIa inh 1536, FXIa inh and Hck Nef HTS:
SMILES	FXIIa inh 1536	FXIa inh	Hck Nef HTS
CCOc1nnnc2c1sc1nc(N3CCOCC3)c3c(c12)CCCC3	10	3	1
CCN=C(Nc1cccc(F)c1)SC1CC(=O)N(c2ccc(OC)cc2)C1=O (centres undefined)	17	23	1
Cc1[nH]n(-c2ccccc2)c(=S)c1C=Nc1ccc([N+](=O)[O-])cc1	17	8	4
COc1cccc(OCCOCCN(C)CCO)c1	14	6	-7

Following part
Runt-CBFb FRET	14-3-3 Bad PPI	Wee1 stabilizer	FXIa inh	Hck Nef HTS	FXIIa inh 1536	Runt-SMMHC FRET	KLK5 inh	Thrombin inh	canonical_smiles
2	40	8	-5	-2	-6	-4	-23	4	Cc1ccc(OCCOc2cccc3ccc(C)nc23)c([N+](=O)[O-])c1
-6	-7	-2	-5	-1	8	-26	-11	-5	CC1=CSC2=NC(=O)/C(=C\c3cccn3-c3ccccc3)C(=N)N12
-1	-7	2	-5	19	4	4	-5	-8	CCC(=O)NC1CCN(C(=S)NC)CC1
-1	9[fluorescence artefact?]	-3	2	-7	16	1	-8	1	CCS(=O)(=O)N1CCN(Cc2nc3ccccc3c(=O)[nH]2)CC1
2	0	-1	-5	-2	3	-1	-3	-5	O=C(NCCc1ccccc1)C(=O)NCC1CCCO1 (centres undefined)
-1	-3	-2	6	-5	15	-2	-3	4	Cc1cccc(C(=O)Nc2ccc(O)c3c(=O)cc(-c4ccccc4Cl)oc23)c1
1	-3	4	-5	3	4	-4	-9	-9	Cc1cc(C)cc(C(=O)NC(=S)Nc2ccc3[nH]c(=O)[nH]c3c2)c1
3	5[fluorescence artefact?]	-2	-3	1	3	3	-7	16	c1ccc(Oc2cc(-c3ccccc3)nc(-c3ccccc3)n2)cc1
0	-6	-4	2	-6	12	-3	1	6	Cc1cc(C)nc(SCc2nnc(SCC(=O)O)n2-c2ccccc2)n1
13	-5[fluorescence artefact?]	-2	-51	117*	-162	26	i	-55	NS(=O)(=O)c1ccc(N2N=C(c3ccc(Br)cc3)CC2c2ccc(F)cc2)cc1 (centres undefined)
1	0	9.5*	-3	-13	2	-1	-3	-7	O=C(NCc1ccccn1)C(=O)C1C(=O)Nc2ccccc21 (centres undefined)
-1	9[fluorescence artefact?]	2	1	0	15	1	-33	-9	CCOC(=O)c1cnc(-n2nc(C)cc2C)nc1NCc1ccc2c(c1)OCO2
3	-3	-1	-7	7	3	-1	-6	-7	N#CC1=C(S)N(c2ccc(F)cc2)C2(CCCCC2)NC1=O
-4	-6	-1	-9	2	-1	4	-25	-9	CCN(CC)CCNC(=O)C(=O)NCC1OCCN1C(=O)c1ccc2c(c1)OCO2 (centres undefined)
0	-11	5	-2	25	12	3	-5	1	CC(NC(=O)C1CCCN1C(=O)OCc1ccccc1)c1ccccc1 (centres undefined)
-7	44	6	1	28	7	-10	-6	-7	O=C(COc1cccc(Br)c1)NN=C1c2ccccc2-c2ccccc21
17	-3	-2	-2	10	6	0	-1	-5	[O-]/C(=C(\C(=S)Nc1ccccc1F)[n+]1ccccc1)c1ccc(OC(F)F)cc1
-24	1	2	-5	0	1	-30	-7	-12	Cc1cccc(-n2c(O)c(C=Nc3cc(O)ccc3C)c3ccccc3c2=O)n1
2	-7	0	6	0	10	3	1	2	O=C(COc1ncnc2sccc12)NC1CCS(=O)(=O)C1 (centres undefined)
0	-7	-1	-7	15	1	3	-5	-11	O=C(CC12CC3CC(CC(C3)C1)C2)NCc1ccco1
-1	5	-1	-2	-10	6	1	-8	1	CC(C)CN(CCCNC(=O)CN1C(=O)COc2ccc(S(=O)(=O)N3CCCC3)cc21)CC(C)C
3	2[fluorescence artefact?]	1	-3	0	4	4	-12	-4	CCC1c2ccc(C)n2CCN1C(=O)Nc1ccccc1C(=O)OC (centres undefined)
0	-2	-1	-3	22	4	-1	0	-2	Nc1cc(N)nc(SCC(=O)Nc2ccccc2N2CCOCC2)n1
2	-19	3	2	31	6	0	3	-4	Cc1cccc(/C=N\NC(=O)c2ccccc2-n2cccc2)c1
0	-5	1	6	23	12	2	0	-3	O=C(O)CN(C1CCCCC1)S(=O)(=O)c1ccc(F)cc1
0	1	0	34	-2	35	-3	21	19	COC(=O)NC(NS(=O)(=O)c1ccccc1)(C(=O)OC)C(F)(F)F (centres undefined)
2	-8[fluorescence artefact?]	2	2	-18	6	-1	-4	1	Cc1ccccc1C(=O)N1CCC(C(=O)Nc2ccc3c(c2)OCCO3)CC1
9	-3	4	0	-2	11	3	4	-5	Cc1c(-n2c(-c3ccccc3Cl)n[nH]c2=S)c(=O)n(-c2ccccc2)n1C
-6	-1	-2	-1	-2	-2	-3	-6	-6	COc1ccc(-c2nnc(SCC(=O)OC3CCCCC3)o2)cc1OC
-2	5	-2	-3	-3	-2	3	2	-3	CCOC(=O)C1/C(=N\O)CC(C)(O)C(C(=O)OCC)C1c1ccc(OC)c(OC)c1 (centres undefined)
-1	-6	-1	-4	19	3	-1	-2	10	O=C(Nc1cccnc1Cl)c1cc([N+](=O)[O-])ccc1Cl
-1	-6[fluorescence artefact?]	-1	0	1	-2	2	1	0	COc1ccc(NC(=O)C2CCC(C)(C(=O)O)C2(C)C)cc1 (centres undefined)
13	6[fluorescence artefact?]	2	6	2	11	2	5	-3	CCOC(=O)CCCCC(=O)c1[nH]c(=O)[nH]c1CSc1nc(-c2ccccc2)c(C#N)c(=O)[nH]1
-10	-6	2	1	0	11	-11	.	-7	N/C(=N\OC(=O)COc1ccc2ccccc2c1Br)c1cccnc1
-4	-1	2	5	-2	15	-11	-4	3	COc1ccc(C2=NCCc3cc(OC)c(OC)cc32)cc1
-1	4[fluorescence artefact?]	4	6	7	0	-1	-7	2	COC(=O)C1=C(C)NC(=O)C1(Nc1nccs1)C(F)(F)F (centres undefined)
0	3	6	-10	8	3	2	-4	-15	Cc1c(Cl)c([N+](=O)[O-])nn1CCCC(=O)NCCc1ccccc1
-4	8[fluorescence artefact?]	-3	6	1	17	-8	6	1	O=C(Cn1nnc(-c2ccccc2)n1)NCc1ccc2c(c1)OCO2
-2	-2	0	-2	0	-1	-4	-3	-6	CCS(=O)(=O)N1CCN(c2ccc([N+](=O)[O-])c(N3CCOCC3)c2)CC1
-1	-2	0	-11	0	-8	-6	-10	-2	Cc1cccc(C(=O)Nc2ccccc2SCC2CSc3nc4ccccc4c(=O)n32)c1 (centres undefined)
0	12	1	0	5	9	4	.	-1	O=C(O)c1cn[nH]c1-c1cccc([N+](=O)[O-])c1
-1	-9	-1	-2	10	3	-38	-2	-1	COc1ccc(/C=c2\sc3nc(=O)c(C)nn3c2=O)c(OC)c1
0	-6	0	2	1	8	1	-2	0	N#Cc1ccc(Sc2nc3ccccc3[nH]2)cc1C#N
-2	-2	0	3	26	11	1	1	-1	Cc1ccc(NC(=O)C2OCCc3ccccc32)cc1C (centres undefined)

Quoted at random: two compounds from above.
Runt-CBFb FRET	14-3-3 Bad PPI	Wee1 stabilizer	FXIa inh	Hck Nef HTS	FXIIa inh 1536	Runt-SMMHC FRET	KLK5 inh	Thrombin inh	canonical_smiles
0	3	6	-10	8	3	2	-4	-15	Cc1c(Cl)c([N+](=O)[O-])nn1CCCC(=O)NCCc1ccccc1
-10	-6	2	1	0	11	-11	.	-7	N/C(=N\OC(=O)COc1ccc2ccccc2c1Br)c1cccnc1
